Screening data as filed in PubChem.
FUS suppressor: FUS proteinopathy suppression in yeast. S. cerevisiae FUS-expressing, growth rescue, OD600, 24 h. actives 0.24% (n = 390,000). Potency, µM (top dose mostly 76.6 µM), for inactives: top-dose growth rescue (activation), hits mostly activators;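 further: potency means the concentration at half of the fitted maximal effect; plate controls were DMSO vehicle for no effect and reference control for full effect; nearly all actives have a fitted effect of over 55% in size; some results filed as inactive show a strong effect at the top dose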
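Quantitative HTS measuring growth restoration of FUS-toxic yeast. Galactose-induced cells (OD 0.005) were exposed 24hr at 30C to compounds at several concentrations, then absorbance at 600 nm was recorded.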
IL-2 act: activators of IL-2 | IL-2 activation reporter assay, cell-based qHTS; stimulated with anti-CD3/CD4/CD28 beads; in transgenic mouse T cells | activation, % (series mostly up to about 46 µM) | actives 0.065% (n = 360,000) | AID 652025; in the data active means activation above about 50%; inconclusive means mostly about 30% to 49%; further: 0% is about no effect
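Quantitative HTS in unstimulated transgenic mouse T cells, with memory T cells as non-tolerant control and PMA/ionomycin as tolerance-bypass control. Compound pretreatment lasted 60 minutes before 18 h bead stimulation; EGFP/DsRed fluorescence read.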
WRN helicase inh: WRN helicase (human) inhibition. Q14191. WRN helicase unwinding, fluorescent forked duplex, kinetic. Potency, µM (doses to about 114 µM), for the others: at the top dose activity change, negative = inhibition, hits mostly inhibitors. AID 651768. actives 0.46% (n = 360,000); further: potency means the concentration at half of the fitted maximal effect; on the % scale 0 is the no-effect control and ±100 the full control effect; nearly all actives have a fitted effect of over 55% in size
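Screening of the MLSMR collection measured strand separation of a quenched forked DNA duplex (100 nM) by 20 nM WRN with 2 mM ATP, all final. Compounds were preincubated with enzyme 15 min at room temperature.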
PI5P4Ka inh: blocks human PI5P4K alpha kinase activity. P48426. PI5P4Kalpha enzyme, ADP-Glo luminescence, 60 min; active compounds read low. max response, %. actives 1.2% (n = 330,000); active means max response of -50% or lower; inconclusive means between -30% and -50%; inactive means -30% or higher; further: value at the top dose of about 77 µM; on the % scale 0 is the no-effect control and ±100 the full control effect
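Quantitative HTS of the MLSMR library against PI5P4Kalpha with substrate. ATP added last at 5 microM final; room temperature, 60 minutes. Remaining ATP depleted, ADP converted and read as luminescence.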
EPAC1 antag: EPAC1 (human) antagonism; EPAC1 GEF assay, Rap1b-BODIPY-GDP exchange fluorescence; Potency, µM (highest dose often 115 µM), inactives show top-dose activity change, negative = inhibition, actives largely listed as inhibitors; actives 0.14% (n = 360,000); AID 720709;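 further: potency means the concentration at half of the fitted maximal effect; plate controls were vehicle for no effect and positive control for full effect; nearly all actives have a fitted effect of over 50% in size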
EPAC1 agonist: EPAC1 (human) agonism | O95398 | Potency, µM (highest dose often 154 µM), for inactives: at the highest dose activation, actives largely listed as activators | actives 0.073% (n = 360,000) | EPAC1 agonist qHTS, biochemical assay; response scale: 100% = response to 6.5 mM cAMP; further: potency means the concentration at half of the fitted maximal effect; nearly all actives have a fitted effect of over 60% in size
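Normalized to 6.5 mM cAMP, activity reflects EPAC1-catalysed release of BODIPY-GDP from Rap1B, followed kinetically over 30 min at 480 nm excitation, 540 nm emission. Reaction contained 100 nM EPAC1, 250 nM Rap1B-BODIPY-GDP, 50 uM GDP.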
Abeta rescue: A-beta toxicity reversal in yeast. yeast expressing A-beta42, growth rescue, OD600, 48 h; response scale: 0% DMSO, 100% iron-clioquinol control. Potency, µM (top dose mostly 46.1 µM), inactives show at the highest dose growth rescue, usual class: activators. actives 0.063% (n = 410,000). AID 1347071; further: potency means the concentration at half of the fitted maximal effect; nearly all actives have a fitted effect of over 55% in size
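Growth rescue measured by 600 nm absorbance after 48 h yeast culture at 30 C with compound. Values normalized between DMSO and an equimolar ferric chloride plus clioquinol control.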
PLK1 PBD block: blocks phosphopeptide binding to human PLK1 polo-box domain | Plk1 PBD binding of FITC phosphopeptide, fluorescence polarization | Potency, µM, without a hit: max response, negative = inhibition, most hits filed as inhibitors | actives 2.8% (n = 360,000) | AID 720504; further: potency means the concentration at half of the fitted maximal effect; series mostly up to about 57 µM; on the % scale 0 is the no-effect control and ±100 the full control effect; nearly all actives have a fitted effect of over 65% in size
* = called active by the depositor; ? = inconclusive; . = not tested or not shown; & = joins results of further samples; [ ] = another dose, or the depositor's remark. Unless noted, the call rests on the fitted dose curve; in most records, active means well fitted curve in the direction sought with a large enough effect; inconclusive means small, poorly fitted or top-dose-only effect, or another doubt; inactive means no such curve, though single readings can be large; an effect the other way counts as inactive or inconclusive.

SMILES | FUS suppressor | IL-2 act | WRN helicase inh | PI5P4Ka inh | EPAC1 antag | EPAC1 agonist | Abeta rescue | PLK1 PBD block
O=c1c2ccccc2nnn1CSc1ncnc2ccccc12 | -19% | 1.6 | 0% | -9 | -5% | 8% | 17% | -5%
CCc1ccc(CN2CCCC(CNS(=O)(=O)c3ccc(OC)cc3)C2)cc1 (stereo not given) | 23% | 2.7 | 2% | -5 | 21% | 10% | -9% | -7%
O=C(Cn1cccc1C(=O)c1ccccc1)NCc1ccc(Cl)cc1 | -24%&-8% | 1.2 | 9% | -4 | -11% | -11% | -3%&-9% | -4%
CCCNC(=O)c1cc(C2CCCCN2C(=O)c2ccc(OC)cc2)on1 (stereo not given) | -10% | 3.1 | 14% | 0 | 4% | -23% | -11% | 1%
O=C(Nc1ccc(Cl)cc1)c1csc([C@@H]2O[C@H](CO)[C@H](O)[C@H](O)[C@H]2O)n1 | -35% | 0.7 | -1%[57.1 µM] | 1 | -7% | -15% | -5% | 2%
CCOc1ccc(CCNC(=O)CCN2C(=O)COc3ccccc32)cc1OCC | 3% | 1.3 | -5% | . | 9% | 5% | 6% | -7%
COC(=O)COc1cccc(NC(=O)c2ccc(Cl)cc2)c1 | 12% | -0.3 | 5% | 1 | -2% | 10% | 4% | 30µM*
Cc1ccc(C(=O)NNC(=O)c2cccc(S(=O)(=O)N3CCOCC3)c2)cc1 | -7% | 1.6 | -1% | 1 | 0% | 4% | 9% | -7%
CCNc1oc(COc2ccccc2F)nc1C#N | 6% | 1.3 | -3% | -3 | -1% | -2% | 0% | -11%
N#Cc1ccc(NC(=O)CSc2nc3[nH]c(=O)cc(O)c3s2)cc1 | 0% | -0.2 | -7% | -8 | -6% | 4% | -12% | -3%
O=C(O)c1ccc(CNC(=O)C2CCN(S(=O)(=O)c3ccc4c(c3)OCCO4)CC2)cc1 | -26% | 0.4 | 5% | 6 | -9% | 13% | -2% | -18%
Cc1cc(C)n(-c2ccc(C(=O)NC3=NCCS3)cc2)n1 | 52% | 1.5 | -17% | . | -4% | 10% | 18% | -3%
Cc1nc2ccccc2c(=O)n1/N=C/c1ccccc1Cl | 12% | 0.0 | -1% | -1 | -20% | -1% | -11% | -8%
Nc1nc(SCC(=O)Nc2ncc(Cl)cc2Cl)n[nH]1 | . | 1.7 | -12%[11.6 µM] | ? | 2% | -1% | 7% | -18%
O=[N+]([O-])c1ccc(N2CCCCCC2)c([N+](=O)[O-])c1 | 8% | -1.7 | -8% | 0 | -2% | 8% | -19% | -12%
COc1ccccc1N1CCN(C(=O)Nc2ccc(F)c(Cl)c2)CC1 | 14% | -0.3 | -2% | -3 | -11% | 4% | -5% | -8%
CC(=O)c1cccc(NC(=O)CC2CCCC2)c1 | 2% | -0.1 | 0% | -2 | 22% | 0% | 6% | 3%
O=C1/C(=C/c2ccncc2)SC(=S)N1C1CCCCC1 | -15% | -0.1 | 5% | 2 | 1% | -3% | 12% | -1%
COc1ccc(N(CCCN2C(=O)c3cccc4cccc(c34)C2=O)C(=O)c2cccs2)cc1 | 7% | -0.5 | -2% | 16 | -3% | 2% | 0% | -14%
O=S(=O)(N/N=C1\CCCc2ccccc21)c1ccccc1 | -1% | 0.5 | -7% | 1 | -6% | 4% | 9% | -7%
O=C(NCc1ccccn1)[C@@H]1CCCN1C(=O)[C@@H]1CCCN1C(=O)c1ccccc1 | -17% | -0.3 | 7% | -10 | -20% | -1% | -4% | -3%
O=C(CCCc1c[nH]c2ccccc12)Nc1ccc2ccccc2c1 | 12% | 0.8 | -20% | 9 | -30% | 12% | ? | -4%
Cc1onc(-c2ccccc2Cl)c1C(=O)N[C@@H](C)c1ccccc1 | -18% | 0.0 | 4% | 0 | 13% | 15% | 8% | -5%
COc1cc(C(=O)Nc2ccc(NC(=O)c3ccccc3Cl)nc2)cc(OC)c1OC | 14% | -1.8 | -6% | -19 | -24% | 16% | 0% | 1%

An excerpt from above in order of length of the SMILES, low to high:
SMILES | FUS suppressor | IL-2 act | WRN helicase inh | PI5P4Ka inh | EPAC1 antag | EPAC1 agonist | Abeta rescue | PLK1 PBD block
O=C1/C(=C/c2ccncc2)SC(=S)N1C1CCCCC1 | -15% | -0.1 | 5% | 2 | 1% | -3% | 12% | -1%
Cc1onc(-c2ccccc2Cl)c1C(=O)N[C@@H](C)c1ccccc1 | -18% | 0.0 | 4% | 0 | 13% | 15% | 8% | -5%
COc1cc(C(=O)Nc2ccc(NC(=O)c3ccccc3Cl)nc2)cc(OC)c1OC | 14% | -1.8 | -6% | -19 | -24% | 16% | 0% | 1%

Going on with the list:
SMILES | FUS suppressor | IL-2 act | WRN helicase inh | PI5P4Ka inh | EPAC1 antag | EPAC1 agonist | Abeta rescue | PLK1 PBD block
Cc1ccccc1OCC(=O)OCC(=O)Nc1ccc2c(c1)OCO2 | . | -0.3 | 0% | -5 | 7% | -2% | 9% | 1%
CCN(CC)S(=O)(=O)c1ccc(Cl)c(NC(=O)COC(=O)c2cc(-c3ccccc3Cl)nc3ccccc23)c1 | 2% | -0.4 | -17% | 9 | -15% | 4% | 1% | -2%
Cc1ccc(-c2cc(C(=O)N3CCN(c4ncccn4)CC3)c3ccccc3n2)cc1 | 37% | -1.9 | -8% | -1 | -6% | 16% | -49%[inhibitor] | 1%
CCc1ccccc1OCCCCN1CCCC1 | -2% | -0.5 | 7% | -5 | 2% | -7% | -8% | -5%
O=C(CCCN=C1NS(=O)(=O)c2ccccc21)OCC(=O)c1ccc(Br)cc1 | 13% | 0.6 | -6% | 5 | 5% | -7% | ? | -3%
Cn1c(=O)c(=O)n(C)c2cc(S(=O)(=O)CCC(=O)Nc3c(F)c(F)c(F)c(F)c3F)ccc21 | 20% | -2.3 | 4% | 1 | -5% | 11% | 9% | -5%
CCC(c1nc2ccccc2[nH]1)n1c(=O)c(-c2cccnc2)nc2ccccc21 (stereo not given) | 9% | -0.3 | -4% | -3 | -1% | -1% | -2% | -8%
CC1(C)C(=O)C2(CCCCC2)C(=O)OC1c1ccc(O)cc1 (stereo not given) | 26% | -1.7 | -1% | . | -4% | 0% | -6% | -2%
CNC(=O)NC(=O)C(C)OC(=O)c1cc2c(s1)CCCCC2 (stereo not given) | -14% | 1.8 | -1% | -7 | -2% | 0% | 11% | -3%
O=C(NCCCN1CCOCC1)c1sc2cc(Cl)ccc2c1Cl | -9% | 0.5 | -3% | -6 | -18% | -5% | -12% | -5%
COc1cccc(N2CCN(C(=O)CN3C(=O)NC4(CCCC4)C3=O)CC2)c1 | . | -0.6 | -9% | 0 | 11% | -3% | -5% | 5%
O=C(COC(=O)c1ccc(S(=O)(=O)N2CCCC2)cc1)Nc1cccc(Cl)c1 | 6% | 3.7 | 7% | 3 | -21% | -3% | -11% | -5%
COC(=O)c1nnn(-c2cc(Cl)cc(Cl)c2)c1C(=O)OC | 2% | -0.2 | -4% | 6 | 2% | 8% | 9% | 3%
O=C(NNC(=S)NC1CCCCC1)c1cccc(S(=O)(=O)Nc2ccccc2Cl)c1 | . | -3.9 | -23% | -1 | 2% | 5% | -4% | 30µM*
Cc1cccc(N2CCN(C(=O)c3cc4ccccc4oc3=O)CC2)c1C | 15% | -2.9 | -3% | 0 | -11% | 0% | -10% | -17%
CCCCNC(=O)CCn1nc(-c2ccc(Cl)cc2)ccc1=O | 10% | -0.3 | 6% | -4 | -31% | -4% | -7% | -7%
CCOc1ccc(NC(=O)[C@H](C)NC(=O)C2CC(=O)N(c3ccc(OC)cc3)C2)cc1 (stereo not given in full) | 33% | -0.4 | -11% | -3 | -14% | -8% | 1% | ?
O=C(COC(=O)CNC(=O)c1ccccc1Cl)NC1CCCC1 | 29% | 0.9 | 5% | -11 | -1% | 3% | -7% | -6%
COCC(C)n1c(SCC(=O)NNC(=O)c2ccc(F)cc2)nc2ccccc2c1=O (stereo not given) | -1% | 0.2 | -31%[57.1 µM] | -5 | 9% | -4% | 15% | 1%
COc1cc(C)nc(NS(=O)(=O)c2ccc(C)cc2)n1 | 6% | -1.4 | -7% | 6 | -12% | -2% | -5%[9.22 µM] | 0%
CC1(C)Cc2c(cnn2-c2ccccc2)C(=O)/C1=N\NC(=O)c1ccncc1 | -4% | 4.3 | -13% | -2 | -4% | 0% | -10% | -5%
CC1=C(C#N)C(/C=N/OCc2ccc(Cl)cc2)CC(=O)N1 (stereo not given) | -6% | -0.1 | 4%[57.1 µM] | -3 | 6% | -11% | -10% | -16%
CC(=O)Nc1ccc(NC(=O)CSc2ccc(-c3sc(C)nc3C)nn2)cc1 | 21% | -0.4 | -17% | -8 | -15% | 22% | 1% | -4%
Cc1cccc(NC(=O)Nc2ccccc2[N+](=O)[O-])n1 | -9% | 2.7 | 6%[57.1 µM] | -2 | -18% | 6% | 29% | -10%
Cc1ccc(-n2c(SCC(=O)Nc3cccc(S(N)(=O)=O)c3)nc3ccccc32)cc1 | . | 1.4 | -7% | -26 | ? | 0% | -11% | -8%
C=CCn1c(NCc2ccc3c(c2)OCO3)nc2ccccc21 | -3% | -0.2 | 1% | -4 | -5% | 16% | 22% | -6%
CCCN(C(=O)COC(=O)CC1CCCCC1)c1c(N)n(Cc2ccccc2)c(=O)[nH]c1=O | 19% | 2.5 | -26% | -7 | -3% | -10% | 3% | -9%
N#Cc1c(NCCO)nc(NCc2ccccc2)c2c1CCN(Cc1ccccc1)C2 | 25% | -0.3 | 2% | 2 | -15% | 5% | 1% | ?
O=C(/C=C/c1ccco1)NC(=S)Nc1nc(-c2ccc3ccccc3c2)cs1 | 9% | -0.5 | -7% | -11 | -9% | 6% | 11% | -7%
CCOc1ccc(/C(O)=C2\C(=O)C(=O)N(c3ccc(OC)cc3)C2c2ccccc2[N+](=O)[O-])cc1 (stereo not given) | ? | 0.8 | -6% | 8 | -7% | -3% | -31%[inhibitor] | -13%
N=c1n(CCN2CCOCC2)c2ccccc2n1CC(O)COc1ccccc1 (stereo not given) | . | -1.3 | -16% | 6 | -1% | 3% | -4% | -7%
CCSc1nnc(NC(=O)COc2ccc3ccccc3c2)s1 | 7% | -0.6 | -1% | 0 | 11% | 3% | -14% | -3%
CC(=O)N=c1c(C#N)cc2c(=O)n3ccccc3nc2n1Cc1ccccc1 | 8% | 0.1 | 0% | -10 | -1% | -6% | 7% | -1%
Cc1ccc(S(=O)(=O)NCC(=O)N(CC(=O)NC(C)(C)C)Cc2ccc3c(c2)OCO3)cc1 | 7% | -3.3 | -7% | -5 | 12% | 2% | 3% | -4%
C[C@H](CO)N1C[C@H](C)[C@@H](CN(C)Cc2ccc3c(c2)OCO3)Oc2ccc(NC(=O)Cn3cnnn3)cc2C1=O | 0% | -0.1 | -1% | 0 | -3% | 3% | 6% | 2%
